From PubChem
NPYLR7 agonist – mosquito NPYLR7 agonism; HEK293T NPYLR7/Galpha15, GCaMP6s calcium fluorescence; activation, % at 10 µM; hit rate 0.15% among 270,000; AID 1259423; in the data active means activation above about 40%;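 further: 0% = vehicle and 100% = reference agonist at the receptor; some compounds past the cut are filed as inactive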
hcGAS inh – inhibitors of human cGAS; recombinant h-cGAS, ATP depletion, Kinase-Glo luminescence; inhibition, % at 12.5 µM; hit rate 0.081% among 290,000; AID 1259398;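 further: 0% = vehicle reaction and 100% = reaction without DNA for no activity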
Target sequence (Q8N884 whole entry, looked up): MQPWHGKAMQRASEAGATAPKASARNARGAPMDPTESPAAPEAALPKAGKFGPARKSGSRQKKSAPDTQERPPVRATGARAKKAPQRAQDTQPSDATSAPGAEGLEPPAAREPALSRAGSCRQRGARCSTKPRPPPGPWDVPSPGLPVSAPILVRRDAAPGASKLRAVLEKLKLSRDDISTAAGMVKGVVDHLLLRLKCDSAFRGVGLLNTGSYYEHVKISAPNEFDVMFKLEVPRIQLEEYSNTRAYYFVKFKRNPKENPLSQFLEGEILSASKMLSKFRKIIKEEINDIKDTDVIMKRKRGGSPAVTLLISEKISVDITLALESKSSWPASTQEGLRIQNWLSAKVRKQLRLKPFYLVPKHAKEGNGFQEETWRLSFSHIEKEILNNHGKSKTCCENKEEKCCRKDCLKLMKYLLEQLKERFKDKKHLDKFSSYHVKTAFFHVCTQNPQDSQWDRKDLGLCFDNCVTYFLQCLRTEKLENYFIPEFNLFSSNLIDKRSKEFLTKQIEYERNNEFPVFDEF
mcGAS lum – blocks mouse cGAS activity. inhibition, % at 12.5 µM. hit rate 0.15% among 160,000. recombinant cGAS, Kinase-Glo ATP depletion luminescence. Q8C6L5. AID 1259399;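 further: 0% = negative control wells and 100% = reference inhibitor with no enzyme activity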
Numbers without * were called inactive; · = not tested or not shown. Unless noted, no stated cut-off is given here; in the data, active means inhibition above about 40%; inactive means the rest. The order is random. Share with any hit: about 0.27%.

SMILES	NPYLR7 agonist	hcGAS inh	mcGAS lum
CC1(C)CC(N2CCCC2)=CC(=[N+]2CCCCC2)C1	6	-6	·
COc1ccc(C(=O)Nc2ccnn2C(C)C)cc1F	8	-4	-8
CCCCOc1ccc(-c2cc3c(=O)n(Cc4nc(-c5ccc(OC)cc5)no4)ccn3n2)cc1	0	-7	-10
Cc1ccc(Cn2c(=O)c3ccc(C(=O)NC(C)C)cc3n3c(=O)n(C)nc23)cc1	4	-10	-8
CCOc1ncccc1NC(=O)N1CCOC(c2ccc(F)cc2)C1 (stereo not drawn)	-1	-12	-9
NS(=O)(=O)c1cc(C(F)(F)F)ccc1F	11	-5	-12
Cc1cc(C)nc(SCc2cc(=O)c(OC(=O)c3cccc(F)c3)co2)n1	-16	0	3
CCCCCCc1ccc(C(=O)N(Cc2ccc(OS(=O)(=O)c3ccc(F)cc3)cc2)Cc2ccco2)cc1	·	1	-4
C=CCn1cnc2c(cnn2-c2cccc(C)c2C)c1=O	13	1	·
COC(=O)CCC(=O)N1CCN(CC(OCc2cccc(C)c2)c2ccc(Cl)cc2)CC1 (stereo not drawn)	5	-12	-7
CSc1nc(N(C)CCO)c2sc3c(c2n1)COC(C)(C)C3	-11	-3	·
CC1CN(c2nc(NCc3ccc(Cl)cc3)nc(N)c2[N+](=O)[O-])CC(C)O1 (stereo not drawn)	12	-8	·
CC(NC(=O)CCc1ccsc1)c1ccc2c(c1)OCCO2 (stereo not drawn)	5	-6	-5
O=C1NC2(CCN(Cc3ccc4c(c3)OCCO4)CC2)Nc2ccc(Br)cc21	7	-1	-1
COc1ccc(C)cc1N1CCN(C(=O)c2cccc(Cl)c2)C(C)C1=O (stereo not drawn)	-9	-1	-4
Cc1ccc(OCCN2CCN(c3ncnc4sc(C)c(C)c34)CC2)cc1	4	-1	·
O=C(/C=C/c1cccs1)N(CCCn1ccnc1)c1nc2ccccc2s1	-11	0	-1
Cc1[nH]n2c(=O)cc(C(C)C)nc2c1-c1ccc(F)cc1	-5	0	·
CCOC(=O)C1=C(CN2CCCCC2C)NC(=O)NC1c1ccc(OC)cc1 (stereo not drawn)	6	-6	·
COCc1c(Br)c(C)nc(OCC(=O)N/N=C\c2cc(Br)c(OCc3cccc4ccccc34)c(OC)c2)c1C#N	8	-7	-5
CCN(CC)C(=O)CCCn1nc(C)n2c(cc3sccc32)c1=O	8	-5	-3
O=C(C1CCCN(S(=O)(=O)N2CCOCC2)C1)N1CCN(C2CCCCC2)CC1 (stereo not drawn)	4	-8	·
O=C(CSc1ccc(-c2ccc3c(c2)OCO3)nn1)N1CCCCC1	2	-1	-7
O=C(c1cccnc1Oc1ccc(Cl)cc1)N1CCC2(CC1)OCCCO2	-7	-10	-1
O=C(C1CCCC1)N1CCN(c2nc(-c3ccccc3Cl)nc3cc(Cl)ccc23)CC1	7	-3	-8
CC1(C)O[C@@H]2C[C@@](OCc3ccccc3F)(C(=O)NCCN3CCCC3)CC(OCc3ccc(C(F)(F)F)cc3)[C@@H]2O1 (stereo partly drawn)	-1	-1	-4
COC(=O)CCCC(=O)N1CCN(c2nc3nccc(-c4cc(Cl)ccc4Cl)n3n2)CC1	4	-2	-5
CCCc1c(C(=O)Nc2ccc(-c3cccc(-c4cccc(OC)c4)n3)cc2)cnn1-c1ccccc1	0	1	-4
CC(C)CCN1CCNC(=O)C1CC(=O)N(C)Cc1n[nH]c2c1CCCC2 (stereo not drawn)	·	-8	-11
COCC(=O)N(Cc1cc(NC(=O)C2CCCC2)ccc1N(C)C)CC(C)C	·	-5	-12
CN(CCC1CCOCC1)C(=O)c1cc(COc2cccc(F)c2)[nH]n1	3	-9	·
Cc1c(CCOC(=O)c2ccccc2)sc[n+]1CC(=O)c1ccccc1	4	-5	·
CCOC(=O)c1nc2ccccc2nc1N1CCN(C(=O)CCC2CCCC2)CC1	15	-10	-5
CCSc1nc(CC(=O)N(Cc2nccn2C)C2CC2)cs1	-2	-4	-14
CCC(C(=O)N(CC(=O)c1c(C)c(C(=O)OC)n(CC)c1C)Cc1ccco1)c1ccccc1 (stereo not drawn)	-8	0	-2
C=C(C)Cn1c(=O)c2c(nc3n(-c4ccccc4F)c(C)cn23)n(C)c1=O	4	-9	-4

The list goes on (three carried over from the part before).
SMILES	NPYLR7 agonist	hcGAS inh	mcGAS lum
CCSc1nc(CC(=O)N(Cc2nccn2C)C2CC2)cs1	-2	-4	-14
CCC(C(=O)N(CC(=O)c1c(C)c(C(=O)OC)n(CC)c1C)Cc1ccco1)c1ccccc1 (stereo not drawn)	-8	0	-2
C=C(C)Cn1c(=O)c2c(nc3n(-c4ccccc4F)c(C)cn23)n(C)c1=O	4	-9	-4
CC(C)CN(CC(C)C)C(=O)c1cccnc1Nc1cccc(C(F)(F)F)c1	8	-3	-5
O=C(NC(c1ccccc1)c1cccc(F)c1)C1CCCOC1 (stereo not drawn)	-2	-13	-17
COc1cccc(CCNC(=O)c2cnn(-c3nc(C)cc(=O)[nH]3)c2C)c1	1	-4	·
Cc1c(C(=O)OC2CCC(C)CC2)[nH]c2c1C(=O)CCC2 (stereo not drawn)	4	-2	·
CCC(CC)NC(=O)C1CCN(S(=O)(=O)c2ccc(F)c(Cl)c2)CC1	1	6	-2
CCCc1ccc(S(=O)(=O)Nc2cc(OC)c(OC)cc2C(=O)OC)cc1	0	-11	·
COc1cccc(-c2c(Nc3ccccc3)oc3c2c(=O)n(C)c(=O)n3C)c1OC	-5	-5	-8
CCOc1nc(NC2CCCC2)nc(N2CCC(C)CC2)n1	·	-6	2
Cc1cc(Cl)ccc1C(=O)C1CCCN(Cc2cccn2-c2nccs2)C1 (stereo not drawn)	10	-5	·
O=C(c1cccs1)N(Cc1nccn1Cc1ccc(Cl)cc1Cl)CC1CCCO1 (stereo not drawn)	21	-7	-5
CC1(NC(=O)Nc2ccc(Br)cc2)CCCC1	12	-6	·
CCOC(=O)N1CCN(C(=O)CSc2nnc3n2CCN3c2ccccc2)CC1	0	-2	2
CC(=O)Cn1c(=O)c2c(nc3n(-c4cccc(Cl)c4)c(C)c(C)n23)n(C)c1=O	-5	8	·
COc1ccc(OC)c(-c2cnc(-c3ccc(CNC(=O)c4ccc([N+](=O)[O-])o4)cc3)[nH]2)c1	-3	7	1
CC1(C)CC(=O)C2C(=Nc3ccccc3NC2c2ccc(F)c(F)c2)C1 (stereo not drawn)	-9	0	-5
CC(=O)Nc1ccc(/C=C/C(=O)NS(=O)(=O)c2cccc(C#N)c2)cc1	9	-5	-8
Cc1ccc(Cn2cccc2CN(Cc2ccccc2C#N)C2CC2)cc1	29	-2	-3
CCc1csc(NC(=O)C(C)n2nc(C)cc2C)n1 (stereo not drawn)	-2	1	·
Cc1cc(C)c(S(=O)(=O)N2CCN(C(=O)CCN3CCc4sccc4C3c3cccc(F)c3)CC2C)c(C)c1 (stereo not drawn)	11	-5	-6
CCOC(=O)c1c(C)nc2n(/N=C\c3ccccc3[N+](=O)[O-])c3ccccc3n12	4	-5	·
CC(CCN(C)Cc1ncc[nH]1)N1CCCC1 (stereo not drawn)	0	-7	·
COc1ccc2[nH]cc(C3CCN(S(=O)(=O)c4ccccc4C(F)(F)F)CC3)c2c1	3	-10	-8
CCn1ccnc1CNC(=O)c1coc(CN2CCN(Cc3ccccc3)CC2)n1	4	-8	·
COc1cc(C=CC(=O)N2CC(C(=O)N(C)C)Oc3ccccc32)ccc1OC(F)F (stereo not drawn)	4	-6	·
Cc1ccc(Sc2ncccc2C(=O)N2CCNC(=O)C2)cc1C	3	-4	-3
COc1ccc(CCN2C(=O)N(C)C(=O)C23CCN(Cc2ccc(N4CCCC4)cc2)CC3)cc1	11	-4	-15
CCN(CC(=O)NC(C)(C)C)C(=O)c1cc(Cl)cc(Cl)c1	-2	5	·
CSc1ccccc1NC(=O)c1cc(=O)c(OCc2ccccc2)c[nH]1	0	-7	·
C=CCn1c(SCc2ccc(Cl)cc2Cl)nnc1-c1cccc(C)c1	-5	-3	-3
Cc1cnc(CCNC(=O)c2ccccc2-c2ccccc2C#N)s1	6	-7	·
COC(=O)c1cccc(N2C(=O)CC3CS(=O)(=O)CC32)c1 (stereo not drawn)	0	-7	-7
O=C(Nc1ccc(Cl)cc1Cl)NC(Cc1ccccc1)C(=O)Nc1nnc(-c2ccc(F)cc2)s1 (stereo not drawn)	·	-2	-3
Cc1cccc(CN2CCN(Cc3cnc(N4CCCC4)nc3)CC2=O)c1	-4	-7	·
O=C(CSc1ccc2nnc(-c3cccnc3)n2n1)Nc1ccc(C(F)(F)F)cc1	1	-11	-7
COc1ccc(C2=NCN(c3ccc(OC)cc3)C(=S)N2)cc1	-2	-4	-7
O=c1[nH]c(CNC2CCCCC2)nc2sc3c(c12)CCN(Cc1ccccc1)C3	6	2	·

Rewritten as a markdown table: part of the list above
| SMILES | NPYLR7 agonist | hcGAS inh | mcGAS lum |
| --- | --- | --- | --- |
| CCOC(=O)c1c(C)nc2n(/N=C\c3ccccc3[N+](=O)[O-])c3ccccc3n12 | 4 | -5 | · |
| CC(CCN(C)Cc1ncc[nH]1)N1CCCC1 (stereo not drawn) | 0 | -7 | · |
| COc1ccc2[nH]cc(C3CCN(S(=O)(=O)c4ccccc4C(F)(F)F)CC3)c2c1 | 3 | -10 | -8 |
| CCn1ccnc1CNC(=O)c1coc(CN2CCN(Cc3ccccc3)CC2)n1 | 4 | -8 | · |
| COc1cc(C=CC(=O)N2CC(C(=O)N(C)C)Oc3ccccc32)ccc1OC(F)F (stereo not drawn) | 4 | -6 | · |
| Cc1ccc(Sc2ncccc2C(=O)N2CCNC(=O)C2)cc1C | 3 | -4 | -3 |
| COc1ccc(CCN2C(=O)N(C)C(=O)C23CCN(Cc2ccc(N4CCCC4)cc2)CC3)cc1 | 11 | -4 | -15 |
| CCN(CC(=O)NC(C)(C)C)C(=O)c1cc(Cl)cc(Cl)c1 | -2 | 5 | · |
| CSc1ccccc1NC(=O)c1cc(=O)c(OCc2ccccc2)c[nH]1 | 0 | -7 | · |
| C=CCn1c(SCc2ccc(Cl)cc2Cl)nnc1-c1cccc(C)c1 | -5 | -3 | -3 |
| Cc1cnc(CCNC(=O)c2ccccc2-c2ccccc2C#N)s1 | 6 | -7 | · |
| COC(=O)c1cccc(N2C(=O)CC3CS(=O)(=O)CC32)c1 (stereo not drawn) | 0 | -7 | -7 |
| O=C(Nc1ccc(Cl)cc1Cl)NC(Cc1ccccc1)C(=O)Nc1nnc(-c2ccc(F)cc2)s1 (stereo not drawn) | · | -2 | -3 |
| Cc1cccc(CN2CCN(Cc3cnc(N4CCCC4)nc3)CC2=O)c1 | -4 | -7 | · |
| O=C(CSc1ccc2nnc(-c3cccnc3)n2n1)Nc1ccc(C(F)(F)F)cc1 | 1 | -11 | -7 |
| COc1ccc(C2=NCN(c3ccc(OC)cc3)C(=S)N2)cc1 | -2 | -4 | -7 |
| O=c1[nH]c(CNC2CCCCC2)nc2sc3c(c12)CCN(Cc1ccccc1)C3 | 6 | 2 | · |

(listing goes on)
SMILES	NPYLR7 agonist	hcGAS inh	mcGAS lum
CN1CCN(C(CNS(=O)(=O)c2ccccc2)c2ccsc2)CC1 (stereo not drawn)	-3	1	-5
O=C(NCC1CCCO1)c1cccnc1N1CCN(C(=O)CCCOc2ccccc2)CC1 (stereo not drawn)	-4	-4	-6
COCCCN(Cc1c(-c2ccccc2)noc1N1CCC(C)CC1)C(=O)COC	-1	-7	-4
O=C(C#Cc1ccccc1)N1CCCC(N2CCN(c3cccc(Cl)c3)CC2)C1 (stereo not drawn)	-1	-5	·
COc1cccc2c1OCCCN(Cc1ccc(CO)o1)C2	-2	1	·
CCOc1ccc(CN(Cc2nc(C(=O)NCc3cccnc3)co2)C(C)C(C)C)cc1 (stereo not drawn)	27	-6	-5
O=C1NC2(CCCCC2)C(=O)N1CN1CCN(S(=O)(=O)c2ccc3c(c2)CCC3)CC1	4	-7	·
C=c1occc1=C1NN=C(SCc2cc(=O)oc3cc(CC)ccc23)O1	1	4	-1
